M1 antag: antagonists of human M1 muscarinic receptor; P11229; CHO-K1 hM1, Fluo-8 calcium fluorescence, ACh EC80 antagonist; inhibition, % at 3 µM; 360,000 tested, 1.3% active; AID 588852;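 active means percent inhibition above its own plate's cutoff, namely the mean of that plate's compound wells plus 3 SD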;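 further: peak over basal fluorescence ratio during 140 s after agonist addition; 0% = ACh EC80 plus DMSO and 100% = DMSO alone without agonist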
Target sequence (P11229 whole entry, looked up): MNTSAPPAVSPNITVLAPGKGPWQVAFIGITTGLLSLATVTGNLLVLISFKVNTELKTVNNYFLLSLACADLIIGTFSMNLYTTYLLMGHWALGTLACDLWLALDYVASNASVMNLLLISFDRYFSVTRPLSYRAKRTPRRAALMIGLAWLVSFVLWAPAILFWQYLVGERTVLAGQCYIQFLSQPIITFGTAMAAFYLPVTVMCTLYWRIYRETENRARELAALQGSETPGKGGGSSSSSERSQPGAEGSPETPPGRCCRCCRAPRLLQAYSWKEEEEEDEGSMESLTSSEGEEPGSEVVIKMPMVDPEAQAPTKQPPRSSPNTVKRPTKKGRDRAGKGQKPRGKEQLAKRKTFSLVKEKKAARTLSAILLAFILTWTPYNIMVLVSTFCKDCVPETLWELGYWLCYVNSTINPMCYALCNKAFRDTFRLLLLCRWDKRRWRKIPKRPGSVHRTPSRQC
TAAR1 antag: antagonists of human TAAR1. 360,000 tested, 1.5% active. CHO RD-HGA16 TAAR1, Fluo-8 calcium fluorescence, antagonist. AID 624466. inhibition, % at 3 µM;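 active means inhibition above a per-plate cutoff, the mean inhibition of test compounds on that plate plus 3 SD, cut at about 49% in these data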;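 further: 0% = DMSO plus EC80 beta-PEA response and 100% = DMSO alone without agonist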
Target sequence (Q96RJ0 whole entry, looked up): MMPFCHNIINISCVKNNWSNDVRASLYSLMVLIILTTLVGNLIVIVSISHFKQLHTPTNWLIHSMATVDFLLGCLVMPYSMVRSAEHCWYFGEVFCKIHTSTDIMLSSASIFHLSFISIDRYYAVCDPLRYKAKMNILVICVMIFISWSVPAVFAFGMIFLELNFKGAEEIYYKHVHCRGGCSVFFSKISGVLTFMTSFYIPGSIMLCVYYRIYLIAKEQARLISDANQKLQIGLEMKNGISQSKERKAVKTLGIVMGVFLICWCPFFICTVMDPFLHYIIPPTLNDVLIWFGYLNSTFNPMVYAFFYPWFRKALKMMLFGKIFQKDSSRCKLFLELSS
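Assay system: RD-HGA16 CHO cells with stable hTAAR1 and Gα16 / Reagent: EC80 β-phenethylamine stimulus / Doses: 3 µM, single point / Timing: dye loading 75 min at 37 °C, then 30 min room temperature / Measured by: Fluo-8 intracellular calcium dye fluorescence, real-time kinetic reads / Controls: vehicle wells and EC80 agonist wells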
CHRM1 agonist: activates human CHRM1 receptor | activation, % at 3 µM | CHO-K1 hM1, Fluo-8 calcium fluorescence, agonist mode; 0% DMSO, 100% acetylcholine EC100 | 360,000 tested, 0.33% active;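 active means activation above the run's mean compound activation plus 3 SD, cut at about 16% in these data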;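 further: peak over basal fluorescence ratio within a 140 s kinetic read after compound addition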
TAAR1 agonist: agonists of human TAAR1; Q96RJ0; CHO RD-HGA16 TAAR1, Fluo-8 calcium fluorescence; vehicle wells 0%, saturating PEA agonist 100%; activation, % at 3 µM; 360,000 tested, 0.99% active;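 active means activation above the mean activation of all test compounds in the run plus 3 SD, cut at about 38% in these data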
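Assay system – CHO-derived RD-HGA16 cells with stable Gα16 and human TAAR1 · Compound dosing – one-point dosing at 3 µM (nominal) · Incubation – 17-24 h seeding, 75 min 37 °C dye, 30 min RT · Measured by – kinetic Fluo-8 calcium fluorescence · Control set – DMSO vehicle as 0%, PEA at EC100 as 100% · Repeats – single well for each compound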
M1 ag parental: counter-screen for M1 agonists: effect in parental CHO-K1 cells; Fluo-8 calcium fluorescence; scaled to maximal ATP response, vehicle zero; activation, % at 3 µM; 360,000 tested, 0.48% active; AID 602248; in the data active means activation above about 15%;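 further: untransfected CHO-K1 host cells lacking M1 receptor as counterscreen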
CHO-K1 Ca antag: M1 antagonist counterscreen hit in parental CHO-K1 cells. inhibition, % at 3 µM. AID 602250. ATP-induced calcium, Fluo-8 fluorescence. 360,000 tested, 0.6% active;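 active means inhibition above a per-plate cutoff, the plate's mean sample inhibition plus 3 SD, cut at about 24% in these data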;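 further: 0% = DMSO plus EC80 ATP and 100% = DMSO alone without ATP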
CHRM1 PAM: positive allosteric modulators of human M1 muscarinic receptor | activation, % at 3 µM | CHO-K1 hM1, Fluo-8 calcium fluorescence, ACh EC20; 0% = ACh EC20, 100% = maximal ACh | 360,000 tested, 0.088% active | P11229; in the data active means activation above about 19%, passing the limit was not always enough
CHO-K1 Ca PAM: nonselective activator or artifact in parental CHO-K1 calcium assay | ATP EC20, Fluo-8 calcium fluorescence; 0% at ATP EC20, 100% at ATP max | activation, % at 3 µM | 360,000 tested, 0.02% active | AID 602247;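 active means activation above the run cutoff, the mean activation of all test compounds plus 3 SD, cut at about 40% in these data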;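 further: peak over basal fluorescence ratio in a 140 s read after ATP addition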
CHO parental Ca: counter-screen: ATP calcium response change in parental CHO cells | AID 463079 | inhibition, % at 5.6 µM | parental CHO-K1, ATP-induced calcium, Fluo-8 fluorescence | 330,000 tested, 0.63% active;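 active means inhibition above that plate's mean sample inhibition plus 3 SD, cut at about 26% in these data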;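 further: 0% = ATP-challenged DMSO wells and 100% = DMSO wells without ATP; some compounds past the cut are filed as inactive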
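Assay system: untransfected parental CHO cell line. Also added: ATP agonist challenge. Dosing: one dose, 5.6 µM nominal. Measured by: Fluo-8 fluorescence. Read-out: % inhibition. Benchmarks: ATP wells versus no-ATP DMSO wells. Repeats: no replicates.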
The depositor's hits bear a star; . = not tested or not shown. The order is random; about 4.4% have a hit in one of these screens.

SMILES	M1 antag	TAAR1 antag	CHRM1 agonist	TAAR1 agonist	M1 ag parental	CHO-K1 Ca antag	CHRM1 PAM	CHO-K1 Ca PAM	CHO parental Ca
O=C(NCc1cccc(Cl)c1)c1ccc2c(c1)OCO2	-4	8	-4	12	0.4	-17	6	15	-11
O=C(CSCc1ccc(Cl)cc1)Nc1cc([N+](=O)[O-])ccc1O	4	30	2	11	10	19	-4	-1	5
Cn1c(SCC(=O)Nc2ccccc2F)nnc1C1CCCCC1	-11	-28	-5	6	1.0	11	4	-13	-2
COC(=O)c1[nH]c2ccc(Cl)cc2c1NC(=O)Oc1ccccc1	3	2	-4	9	0.5	-11	-1	1	4
Cc1ccccc1C(=O)NC(CC(C)C)C(=O)OCC(=O)c1c(N)n(C)c(=O)n(C)c1=O (stereo not given)	-9	-3	0	9	0.1	0	7	-16	-11
CCC1(c2ccccc2)NC(=O)N(CC(=O)NNC(=O)COc2ccc(Cl)cc2C)C1=O (stereo not given)	9	0	-3	1	0.4	-6	4	9	-15
COc1ccc(C(CNC(=O)c2cccc(S(=O)(=O)Nc3ccc(C)cc3)c2)N2CCOCC2)cc1 (stereo not given)	-7	-53	-2	3	-0.1	14	9	23	-26
COc1ccc(/C=N/NC(=O)c2nn(C)cc2Br)cc1CSCc1ccco1	13	22	-2	7	1.2	4	10	12	-5
CC(=O)Nc1ccc(NC(=O)c2ccc3c(c2)C(=O)N(c2ccccc2C)C3=O)cc1	-9	-10	1	4	-0.5	-9	15	-8	-4
CCOC(=O)C1CCCN(C(=O)Cc2ccc(OC)c(OC)c2)CC1 (stereo not given)	-2	-8	3	2	0.6	26*	0	-16	.
Cc1ccc(C(=O)N=c2sccn2C)cc1C	5	-4	-6	-1	-0.1	-3	-3	-17	-5
COc1ccc(Oc2ccc(C(F)(F)F)cc2NC(=O)c2ccc(OC)cc2)cc1	-17	-30	-2	7	0.7	0	2	8	-23
Cc1cccc(C)c1OCCn1nnc2ccccc21	-1	-1	-3	3	3.0	-2	0	0	-9
Nc1ccc(C(=O)N2N=C(c3ccccc3)CC2(O)C(F)(F)F)cc1 (stereo not given)	-9	7	-6	3	1.8	-16	6	10	.
CCOc1ccc(NS(=O)(=O)c2ccc(NC(=O)[C@@H]3CCCC[C@@H]3C(=O)O)cc2)cc1	0	-6	-5	1	-0.8	-1	-4	-7	-5
CCCCn1c(N)c(Sc2ccc(Cl)cc2)c(=O)[nH]c1=O	-4	-15	-3	2	-0.2	0	1	6	-6
COc1ccccc1Nc1nc(N)nc(CN2CCC(C)CC2)n1	-6	-40	-7	4	0.6	-6	8	9	-2
CCN(CC)S(=O)(=O)c1ccc(NC(=O)c2ccc(CN3CCOCC3)cc2)cc1	-13	3	-6	11	7.3	18	-8	-19	6
O=C(Nc1ccncc1)c1cc(-c2cccc(Br)c2)nc2ccccc12	-9	38	0	-1	0.8	-11	8	3	8
CN(C)S(=O)(=O)c1ccc(Cl)c(NC(=O)CN2C(=O)NC3(CCCC3)C2=O)c1	-17	-2	-3	-2	0.2	-15	14	4	4
CCN(CC)/C(=N\S(=O)(=O)c1ccc(F)cc1)c1ccccc1	-6	-9	0	0	0.1	4	9	5	-2
COc1cc(S(=O)(=O)NC2CCCCC2C)ccc1F (stereo not given)	-5	-14	-5	0	1.6	-7	4	21	-7
O=C(COC(=O)c1ccc2c(c1Cl)C(=O)c1ccccc1C2=O)NC1CCCCC1	11	29	-4	15	3.0	2	-14	1	-17
CCOC(=O)c1c(NC(=O)/C=C\C(=O)O)sc(C)c1-c1ccccc1	7	7	-10	0	-0.8	20	10	-4	-3
CCCCOc1ccc(C(=O)Nc2cccc(-n3cnnn3)c2)cc1OC	18	0	-3	1	1.4	15	-10	-28	-23

Reprinted from the entries so far, 4 compounds:
SMILES	M1 antag	TAAR1 antag	CHRM1 agonist	TAAR1 agonist	M1 ag parental	CHO-K1 Ca antag	CHRM1 PAM	CHO-K1 Ca PAM	CHO parental Ca
O=C(NCc1cccc(Cl)c1)c1ccc2c(c1)OCO2	-4	8	-4	12	0.4	-17	6	15	-11
O=C(CSCc1ccc(Cl)cc1)Nc1cc([N+](=O)[O-])ccc1O	4	30	2	11	10	19	-4	-1	5
Cn1c(SCC(=O)Nc2ccccc2F)nnc1C1CCCCC1	-11	-28	-5	6	1.0	11	4	-13	-2
COC(=O)c1[nH]c2ccc(Cl)cc2c1NC(=O)Oc1ccccc1	3	2	-4	9	0.5	-11	-1	1	4

Next compounds follow.
SMILES	M1 antag	TAAR1 antag	CHRM1 agonist	TAAR1 agonist	M1 ag parental	CHO-K1 Ca antag	CHRM1 PAM	CHO-K1 Ca PAM	CHO parental Ca
O=C1CC(Sc2nnnn2-c2ccccc2)C(=O)N1c1cccc(Cl)c1 (stereo not given)	-6	2	-2	-3	1.0	11	6	-7	-14
O=S(=O)(NCCc1ccccc1F)c1cccc(S(=O)(=O)N2CCOCC2)c1	-1	5	-2	12	1.5	-11	1	4	-14
O=C(NCc1ccco1)c1cc(NS(=O)(=O)c2cccc([N+](=O)[O-])c2)ccc1O	8	11	1	10	7.8	4	-2	2	2
CCCCc1nnc(NC(=O)C(C)Sc2nc(O)c(Cc3ccccc3)c(=O)[nH]2)s1 (stereo not given)	-5	4	-3	1	0.2	2	4	12	-3
O=C1c2ccccc2C(O)N1c1cccnc1 (stereo not given)	-9	-14	-3	1	-0.2	8	4	18	0
CCC1(c2ccc(F)cc2)NC(=O)N(CC(=O)Nc2cc(S(=O)(=O)N(C)C)ccc2Cl)C1=O (stereo not given)	23	12	5	16	5.6	0	-7	2	-18
CC(Sc1nc2sc3c(c2c(=O)n1-c1ccccc1)CCCC3)C(=O)O (stereo not given)	-12	-34	-1	11	0.8	-10	12	13	-10
O=C(CCC(=O)N1CCN(S(=O)(=O)c2ccc(Cl)cc2)CC1)NC1CCCc2ccccc21 (stereo not given)	-7	-5	-2	4	2.9	-6	9	18	-22
NC(=O)C1(N2CCCCC2)CCN(CC(=O)Nc2cc(Cl)ccc2Cl)CC1	2	11	-5	8	6.3	-6	3	16	-12
Cc1ccnc2c(N3C(=O)C4C5c6ccccc6C(c6ccccc65)C4C3=O)cccc12 (stereo not given)	-12	-9	-3	5	1.1	-12	14	13	-20
Cc1ccc(S(=O)(=O)N2CCc3cc4c(cc3C2C)OCCCO4)cc1 (stereo not given)	-1	-12	-3	-1	7.1	-4	-6	3	-4
CCOc1cc(C(=O)N2CCN(c3ccccn3)CC2)cc(OCC)c1OCC	-8	-1	0	2	0.9	0	8	-1	-12
CCc1ccc([C@H]2C(C(=O)O)=C[C@@H](C(C)(C)C)N2S(=O)(=O)c2ccc(C)cc2)cc1	-32	1	-3	9	0.2	-5	24	-8	-14
COc1ccc(C2/C(=C(/O)c3ccc(C)cc3)C(=O)C(=O)N2C)c(OC)c1 (stereo not given)	-9	-17	-3	1	0.1	-2	4	4	-7
CC(C)[C@H](NC(=O)c1cc2cc(Cl)ccc2n1C)C(=O)N[C@@H](C(=O)O)c1ccccc1	-9	-1	-3	3	1.1	-10	13	14	-6
Cc1ccc(-c2nn(CC(=O)NN3CCOCC3)c(=O)c3ccccc23)cc1	-7	-4	-2	-1	-0.1	-3	7	-2	-10
O=C(O)CC(c1ccccc1)c1ccc2c(c1)OCO2 (stereo not given)	13	-28	-1	2	0.2	12	-8	-5	.
Nc1cc(Cl)ccc1C(=O)OCC(=O)NC1CCCCC1	-13	102*	-4	-2	0.3	0	11	-6	30*
CN(CCc1ccccn1)C(=O)CCC1CCCN(C(=O)c2cscn2)C1 (stereo not given)	-9	18	-6	5	-0.2	-2	6	3	-3
CC1=CC(C)(C)N(C)C(=O)N1c1ccc(Cl)cc1	-33	14	-3	5	1.6	-6	10	19	-16
c1ccc2cc(-c3csnn3)ccc2c1	-1	-5	-7	8	-0.4	5	4	11	9
CCOC(=O)N/N=C/c1ccc(OCCSc2ccc(Cl)cc2)c(OC)c1	17	45	-5	10	2.2	-10	-11	11	5
CN1CCN(S(=O)(=O)c2ccc(NC(=O)C3CCCCC3)cc2)CC1	-4	-10	-4	15	-0.1	10	6	-9	-4
COc1ccc(-c2cn(-c3ccc(OC)cc3)c3[n+]2-c2ccccc2CC3)cc1	21	4	-15	1	1.3	9	-13	14	-3
O=C(Cc1cccs1)NCCN1CCOCC1	-5	-23	-5	3	0.6	-2	6	2	-7
(listing goes on)
SMILES	M1 antag	TAAR1 antag	CHRM1 agonist	TAAR1 agonist	M1 ag parental	CHO-K1 Ca antag	CHRM1 PAM	CHO-K1 Ca PAM	CHO parental Ca
Cc1noc(/C=C/c2ccccc2F)c1S(=O)(=O)N1CCC(C(=O)N2CCN(C)CC2)CC1	-4	-7	-4	4	0.9	-13	2	-3	-11
COc1ccc(C(=O)N/N=C/c2ccc3cccc(O)c3n2)cc1	-5	9	-4	11	1.3	9	4	-9	19
CC12CCC(C(=O)N(CC(O)CN3CCCCC3)C1=O)C2(C)C (stereo not given)	-10	-19	-6	14	0.9	-7	4	23	4
COc1ccc(NC(=O)c2ccc3c(=O)n4c(nc3c2)CCCCC4)cc1	-15	7	-5	3	2.9	-18	10	7	15
COc1ccc(C(CNC(=O)CN2C(=O)NC(C)(c3ccc4ccccc4c3)C2=O)N2CCCC2)cc1 (stereo not given)	13	-12	-9	2	-0.1	-26	-6	10	.
O=C1CC2C(CC(OC(=O)c3ccc(-c4ccccc4)cc3)C2CO)O1 (stereo not given)	-10	19	0	16	2.4	-8	-1	4	-8
CC(=O)NC(CC(=O)Nc1ccc(S(=O)(=O)N2CCOCC2)cc1)c1ccccc1 (stereo not given)	-9	13	-5	4	1.2	-9	5	8	1
CCN1CCN(c2ncnc3c2cnn3-c2ccc(Cl)cc2)CC1	4	-23	-7	3	1.1	-6	0	2	1
CC(=O)Nc1cc2c(cc1NC(=O)Cn1nc(-c3ccc4c(c3)OCCO4)ccc1=O)OCCO2	-52	5	2	7	0.2	-2	11	13	-16
CCOC(=O)/C=c1\s/c(=C\c2c(OCC)ccc3ccccc23)c(=O)n1CC(=O)NCC1CCCO1 (stereo not given)	-3	14	-2	6	1.3	-2	7	20	-24
COc1ccccc1NS(=O)(=O)c1cc(NC(=O)CN2C(=O)NC3(CCCCC3)C2=O)ccc1C	26	-1	-4	10	0.1	-15	-6	11	.
CCOc1ccccc1NS(=O)(=O)c1ccc2c(c1)NC(=O)CCS2	-10	8	1	4	4.0	-17	4	5	-13
O=C(O)C1Cc2ccccc2CN1S(=O)(=O)/C=C/c1ccccc1 (stereo not given)	-1	-6	-4	0	0.2	-4	6	11	-13

TAAR1 antag: what is marked active above.
molecule,M1 antag,TAAR1 antag,CHRM1 agonist,CHRM1 PAM
Nc1cc(Cl)ccc1C(=O)OCC(=O)NC1CCCCC1,-13,102*,-4,11

Screening data as filed in PubChem.
